# LYP inhibition = inhibitors of LYP phosphatase, biochemical, fluorescence intensity, uHTS (AID 1779). inhibition, % at 11.5 µM, or IC50 in µM where a hit was titrated. recombinant LYP phosphatase, fluorescence intensity; higher % means a stronger effect. hit rate 0.054% among 290,000;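 note: plate controls were vehicle with enzyme for no effect and no enzyme for full effect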
# human PMI inhibitors = MPI inhibition at elevated mannose 6-phosphate – biochemical, fluorescence intensity, high mannose 6-phosphate, primary screen (AID 1220); recombinant PMI enzyme, coupled fluorescence intensity; higher % means a stronger effect; inhibition, % at 20 µM, or IC50 in µM where a hit was titrated; hit rate 0.66% among 190,000
# Dynein transport = dynein cargo transport inhibition. 3617.4 mouse cells, GR-EGFP nuclear translocation imaging; test concentration mostly 20 µM; stimulated with dexamethasone, 1 µM; active compounds read low. z-score, hits read low. hit rate 0.47% among 220,000;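 active = plate z-score of nuclear minus cytoplasmic receptor signal below a set negative limit, without overly bright fluorescence or cell loss, cut at about -3.5 in these data, passing the limit was not always enough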;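 note: z-score of nuclear minus cytoplasmic ring GR-EGFP intensity difference per well; some compounds called inactive have numbers as strong as hits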
#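 Schedule: 48 h induction, then 1 h compound, then 30 min agonist, 37 °C. Buffer or medium: tetracycline-free induction medium containing charcoal-stripped FBS. Reagent: 1.0 µM final dexamethasone stimulus. Evaluation: nuclear versus cytoplasmic GR-EGFP signal, averaged per well. Signal: high-content fluorescence imaging after fixation.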
# SIAH1 antagonists = Siah-1 peptide-binding antagonists, primary screen, biochemical, fluorescence polarization, rhodamine-plectin, uHTS (AID 1817) | displacement, % at 20 µM; hits with a dose series show IC50 in µM | Siah-1 / rhodamine-plectin peptide fluorescence polarization; higher % means a stronger effect | hit rate 0.02% among 290,000;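 active = displacement of at least 50% at 20 µM, with a fluorescence ratio check between 0.3 and a set limit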;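 note: plate controls were Siah plus tracer with DMSO for no effect and tracer alone without Siah for full effect; strong numbers were not always called active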
# PMI inhibitors = inhibitors of human PMI, primary screen, biochemical, fluorescence intensity, coupled assay (AID 1209); purified PMI enzyme, coupled fluorescence intensity; higher % means a stronger effect; inhibition, % at 20 µM, or IC50 in µM where a hit was titrated; hit rate 0.42% among 190,000;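 note: plate controls were DMSO vehicle for no effect and wells lacking substrate for full effect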
# P. falciparum M1AAP = malaria alanyl aminopeptidase activity blockers – biochemical, fluorogenic H-Leu-NHMec substrate, 1536-well (AID 1445). hit rate 0.42% among 220,000. one-dose inhibition, % at 30 µM; IC50 in µM for titrated hits. recombinant M1AAP, H-Leu-NHMec fluorogenic kinetic assay; higher % means a stronger effect;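 active = primary inhibition above the hit cutoff, then over 50% inhibition at one or more dose response concentrations, cut at about 23% in these data, passing the limit was not always enough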;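 note: plate controls were DMSO full reaction for no effect and no enzyme background for full effect; strong numbers were not always called active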
# M17LAP inhibition = P. falciparum M17LAP inhibitors, primary screen, biochemical, fluorogenic H-Leu-NHMec substrate, 1536-well (AID 1619). recombinant M17LAP, H-Leu-NHMec fluorogenic kinetic assay; higher % means a stronger effect. inhibition, % at 30 µM, or IC50 in µM where a hit was titrated. hit rate 0.38% among 220,000;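 active = compound inhibiting the enzyme by more than half at any dose during confirmatory dose-response retesting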;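 note: plate controls were full reaction with DMSO carrier for no effect and no enzyme background for full effect; strong numbers were not always called active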
# XIAP displacement = XIAP antagonists, biochemical, IAP family, fluorescence polarization (AID 1018); displacement, % at 20 µM, or IC50 in µM where a hit was titrated; XIAP BIR domain, fluorescence polarization peptide displacement; higher % means a stronger effect; hit rate 0.007% among 200,000; in the data active = displacement above about 50%; note: a part of the inactive calls stands beside numbers as strong as those of hits
# AID2073 = disruptors of CaV2.2 binding to Mint1 – biochemical, HTRF (AID 2073); one-dose inhibition, % at 20 µM; IC50 in µM for titrated hits; HTRF protein-protein interaction, Mint1-CaV2.2; higher % means a stronger effect; hit rate 0.19% among 290,000; in the data active = inhibition mostly above about 51%, no sharp cut-off; note: some results filed as inactive read as strong as hits
# Dynein transport cytoplasmic EGFP = recorded beside Dynein transport, whose call it bears; z-score; measured here: cytoplasmic GR-EGFP intensity; active compounds read high
# Dynein transport nuclear GR-EGFP = second read-out of Dynein transport, no call of its own (marks repeat the call); z-score; measured here: nuclear GR-EGFP intensity;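 lower value marks the stronger effect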
# Dynein transport cell count = recorded beside Dynein transport, whose call it bears; z-score; measured here: cell count per field
# Starred values were filed as active, the others as inactive; · = not tested or not shown. Cut-off read from the data, not from the text of the source, unless noted: active = inhibition above about 50%; inactive = the rest.
SMILES,LYP inhibition,human PMI inhibitors,Dynein transport,Dynein transport cytoplasmic EGFP,Dynein transport nuclear GR-EGFP,Dynein transport cell count,SIAH1 antagonists,PMI inhibitors,P. falciparum M1AAP,M17LAP inhibition,XIAP displacement,AID2073
COc1ccc(-c2nnc(SCC#CCO)o2)cc1OC,-6.1%,7.6%,-0.63,-0.199,-0.0551,-0.282,5.3%,6.5%,0.0%,-0.7%,-0.2%,7.3%
CCOC(=O)CSc1nnc(CNC(=O)c2ccc(OC)cc2OC)n1C,-5.6%,10.5%,1.47,-0.198,1.96,-2,-2.0%,6.4%,-10.5%,6.9%,-7.8%,-6.9%
CCOC(=O)C1(Cc2cccc(F)c2)CCN(CC(O)CO)CC1 (stereo unspecified),-4.3%,·,-0.022,-0.205,-0.0313,0.0213,14.5%,·,0.9%,-5.5%,·,15.4%
COc1ccc(C)cc1S(=O)(=O)N(CC(=O)N1CCOCC1)Cc1ccccc1,-8.4%,5.2%,-0.952,-0.228,-0.362,0.698,4.3%,13.1%,2.4%,0.7%,-3.2%,0.8%
Cc1ccc(C(=O)NC(=S)Nc2ccc(S(=O)(=O)N(C)c3ccccc3)cc2)cc1,0.7%,-3.9%,-0.0939,-0.257,0.0609,0.445,1.4%,6.7%,9.5%,8.3%,-2.9%,16.3%
Cc1ccc(N2CCN(CCCN3C(=O)C4CCCN4C3=O)CC2)cc1 (stereo unspecified),1.4%,-41.7%,-0.683,-0.291,-0.545,0.425,9.4%,-34.5%,-1.2%,-5.4%,-12.9%,-5.5%
O=C1Nc2c(Br)cc(Br)c3cccc1c23,-3.9%,29.5%,1.24,-0.162,0.947,-0.49,1.1%,-10.1%,2.9%,-5.8%,-1.8%,-30.7%
COc1cccc(NCc2ccc([N+](=O)[O-])s2)c1,-0.4%,4.9%,0.286,-0.234,0.481,0.134,31.8%,-16.6%,0.8%,0.6%,-4.3%,26.3%
O=C(O)COCc1nc2ccccc2s1,-7.8%,·,0.0586,-0.548,0.247,-0.141,-1.0%,·,4.5%,-7.2%,·,-5.4%
COc1cc(/C=N/Nc2nc(N3CCCCC3)nc(N3CCCCC3)n2)ccc1OC(=O)c1ccco1,8.6%,8.0%,-0.293,-0.31,-0.125,0.842,4.7%,4.4%,4.2%,0.0%,-6.0%,-1.6%
COc1cc(/C=C(\C#N)C(N)=O)ccc1OCc1c(C)no[n+]1[O-],-9.9%,·,-0.653,1.31,-0.106,-0.329,-7.4%,·,6.2%,-9.6%,·,-4.6%
CCc1c(C(=O)Nc2cc(C)cc(C)c2)[nH]c(C)c1C(C)=O,-5.8%,-1.6%,0.933,-0.19,0.5,0.14,2.0%,4.6%,0.4%,-3.8%,-4.8%,8.0%
COc1ccc(/C(C)=N/NC(=O)CNC(=O)CCc2ccccc2)c(OC)c1,-4.3%,·,0.342,-0.284,0.0864,0.919,5.4%,·,1.3%,12.3%,·,5.4%
Cc1cccc(N(CC(=O)N/N=C/c2cc([N+](=O)[O-])ccc2Cl)S(C)(=O)=O)c1C,9.0%,13.3%,2.84,-0.166,1.98,-1.14,-2.7%,9.0%,-2.6%,8.7%,-5.5%,23.3%
Cn1nc(C(=O)OCC(=O)Nc2cccc(S(=O)(=O)N3CCCC3)c2)c2ccccc2c1=O,-4.0%,·,1.23,1.52,0.717,-1.95,-2.8%,·,·,·,·,5.7%
COc1ccc([N+](=O)[O-])cc1NC(=O)CSc1ccc2ccccc2c1,5.1%,13.5%,0.303,-0.263,0.305,0.206,-0.1%,12.6%,-2.0%,-6.4%,-37.6%,-4.2%
c1cnc(N2CCSCC2)nc1,-4.4%,-4.9%,2.02,-0.266,2.01,-2.04,1.4%,-2.6%,5.5%,-9.3%,3.8%,-2.7%
N=c1ncn(CC(O)CN2CCOCC2)c2nc(N3CCOCC3)[nH]c12 (stereo unspecified),2.3%,-5.6%,-0.613,-0.159,-0.148,0.483,5.4%,-1.3%,13.2%,-0.5%,-7.6%,45.9%
CCOc1ccc(OCCSc2nc(N)cc(=O)[nH]2)cc1,-5.6%,·,0.116,-0.259,0.102,0.0392,1.9%,·,3.3%,-5.2%,·,2.4%
CCc1nc(SCC(=O)c2ccc(Cl)s2)c2oc3ccccc3c2n1,-2.4%,9.9%,-0.672,-0.173,-1.01,-0.467,2.2%,5.7%,-16.8%,-18.7%,-6.2%,9.8%
O=C1CC2c3ccccc3C1C1C(=O)N(CCO)C(=O)C21 (stereo unspecified),-6.1%,5.1%,-0.548,-0.29,-0.0575,1.37,4.6%,8.3%,-3.0%,-9.6%,-4.6%,4.2%
CC1(C)CC(=O)C=C(NCCN2CCN(C(=S)Nc3ccc(F)cc3)CC2)C1,-13.4%,·,1.11,-0.0889,0.407,-1.34,-1.0%,·,-0.1%,0.6%,·,-39.7%
O=C(Nc1c(S(=O)(=O)c2ccccc2)csc1Br)c1ccccc1Cl,-7.0%,·,-0.0797,-0.236,-0.0585,0.111,4.3%,·,5.7%,6.1%,·,1.0%
Cc1cccc(Nc2nnc(SCC(=O)Nc3ccccc3[N+](=O)[O-])s2)c1C,4.9%,15.9%,-0.61,-0.266,-0.401,0.495,-6.2%,24.5%,7.5%,21.4%,-9.6%,-9.7%
COc1ccc(-c2[nH]c(-c3ccc(F)cc3)nc2SCC(=O)NCc2ccco2)cc1OC,-1.0%,2.7%,0.532,-0.137,0.296,-0.439,-2.5%,-4.5%,8.6%,3.0%,-3.2%,-4.9%

# Exported field by field: 2 of the compounds above
COc1cc(/C=C(\C#N)C(N)=O)ccc1OCc1c(C)no[n+]1[O-]
  LYP inhibition: -9.9%	human PMI inhibitors: ·	Dynein transport: -0.653	Dynein transport cytoplasmic EGFP: 1.31	Dynein transport nuclear GR-EGFP: -0.106	Dynein transport cell count: -0.329	SIAH1 antagonists: -7.4%	PMI inhibitors: ·	P. falciparum M1AAP: 6.2%	M17LAP inhibition: -9.6%	XIAP displacement: ·	AID2073: -4.6%

CCc1c(C(=O)Nc2cc(C)cc(C)c2)[nH]c(C)c1C(C)=O
  LYP inhibition: -5.8%	human PMI inhibitors: -1.6%	Dynein transport: 0.933	Dynein transport cytoplasmic EGFP: -0.19	Dynein transport nuclear GR-EGFP: 0.5	Dynein transport cell count: 0.14	SIAH1 antagonists: 2.0%	PMI inhibitors: 4.6%	P. falciparum M1AAP: 0.4%	M17LAP inhibition: -3.8%	XIAP displacement: -4.8%	AID2073: 8.0%

# The results go on.
SMILES,LYP inhibition,human PMI inhibitors,Dynein transport,Dynein transport cytoplasmic EGFP,Dynein transport nuclear GR-EGFP,Dynein transport cell count,SIAH1 antagonists,PMI inhibitors,P. falciparum M1AAP,M17LAP inhibition,XIAP displacement,AID2073
c1cncc(-c2nnc3sc(-c4ccco4)nn23)c1,-7.6%,-6.1%,-0.122,1.17,0.353,0.134,-3.2%,-0.5%,10.0%,-1.8%,0.1%,3.8%
COC(=O)c1ccc(C(=O)OC)c(NC(=S)N2CCCC(C)C2)c1 (stereo unspecified),-6.1%,-0.7%,-0.658,-0.205,-0.624,1.05,6.5%,0.0%,17.9%,-47.0%,-14.2%,-8.3%
COc1cccc(CNC(=O)C2CCN(C(=O)N(C)C)CC2)c1,-1.9%,8.3%,-0.744,-0.265,-0.121,0.264,6.7%,7.4%,0.6%,16.2%,-3.0%,-8.2%
COC(=O)c1ccc(CSc2nc(C)nc3c2c(=O)n(C)c(=O)n3C)o1,-7.2%,-0.8%,-0.815,-0.235,-0.448,0.231,-3.5%,-3.5%,-3.1%,-2.2%,-5.3%,10.0%
COc1cc(NC(=O)Cc2nn(C)c(=O)c3ccccc23)cc(OC)c1,-4.0%,12.5%,-0.237,-0.274,0.00361,0.34,-1.0%,13.3%,2.7%,8.1%,-5.6%,8.1%
O=C(NCCc1ccc(Cl)cc1)C1CCN(c2cnccn2)CC1,-4.0%,6.9%,0.268,-0.255,-0.0455,-0.252,10.5%,8.0%,-0.8%,-10.9%,-4.2%,6.6%
CCCNC(=O)NC(=O)CSc1ccc(C)cc1C,-3.7%,-6.4%,-0.692,-0.211,-0.254,0.5,-0.7%,-8.3%,-0.6%,-11.7%,-2.1%,-2.5%
CN(C)C(=O)c1cccn(Cc2ccc(C(F)(F)F)cc2)c1=O,-10.3%,7.7%,1.62,-0.303,0.501,-1.68,5.8%,6.4%,6.6%,-2.4%,-5.8%,-5.3%
CC1CCN(c2ccc(S(=O)(=O)NC3=NCCCCC3)cc2[N+](=O)[O-])CC1,-6.5%,2.7%,0.628,-0.354,0.596,-0.148,1.8%,3.2%,2.1%,1.9%,-4.0%,14.5%
O=C(N/N=C/c1ccccc1O)C1SCCCS1,-4.4%,-19.8%,0.0401,-0.302,-0.134,-0.761,-1.8%,-10.1%,-2.9%,1.1%,-6.0%,4.5%
O=C(COc1cccc2cccnc12)NCc1cccs1,-6.2%,37.7%,0.168,-0.225,0.143,0.593,0.1%,9.1%,-2.3%,14.4%,-5.2%,25.7%
CCC[N+](CC#Cc1ccccc1)(CCC)CC(=O)c1ccc(Cl)cc1,7.4%,-22.8%,0.993,0.867,0.34,-0.767,17.1%,-7.2%,2.4%,0.4%,-0.9%,8.5%
Cc1ccc(-n2c(N)c(C(N)=O)sc2=S)c(C)c1,-5.3%,·,0.602,-0.26,0.632,-1.23,7.4%,·,4.5%,24.2%,-3.2%,8.8%
CCNC(=S)N(CCc1c(C)[nH]c2ccc(C)cc12)Cc1ccco1,-2.8%,10.5%,-0.282,-0.254,0.514,0.474,-3.0%,10.1%,-1.2%,13.2%,-3.7%,-14.5%
O=C(CCCn1ncn2c(cc3occc32)c1=O)N1CCc2ccccc2C1,-5.1%,2.7%,0.41,-0.212,0.563,0.139,6.7%,-0.1%,2.4%,-8.6%,-1.6%,-7.2%
CCOC(=O)c1ccc(NC(=O)CC2Sc3ncnn3C2=O)cc1 (stereo unspecified),3.4%,26.7%,-2.34,1.95,-0.754,-3.77,5.1%,48.7%,4.5%,13.5%,-4.0%,12.5%
O=C(Cc1nc2ccccc2[nH]1)NCc1ccco1,-9.0%,16.9%,1.64,-0.164,0.742,-1.48,-1.0%,6.1%,11.9%,7.2%,-3.1%,-3.4%
Cc1cccc(Nc2ncnc(N)n2)c1,-5.5%,2.2%,-0.946,-0.305,-0.389,0.789,16.5%,0.6%,1.9%,2.3%,-2.9%,6.7%
COC(=O)C1CCN(C(=O)COc2cc3sc(C)nc3c3sccc23)CC1,-5.2%,20.4%,2.63,-0.308,1.44,-0.966,4.0%,28.1%,5.5%,1.7%,-1.0%,-5.7%
COc1ccc(Cl)cc1N1C(=O)CC(N2CCc3ccccc32)C1=O (stereo unspecified),-6.2%,4.1%,0.804,0.562,0.915,-0.897,-6.0%,4.8%,5.1%,16.5%,-4.8%,-4.7%

# From PubChem BioAssay
